# High-throughput results (PubChem)
# TDP1 cell CPT: qHTS for Inhibitors of human tyrosyl-DNA phosphodiesterase 1 (TDP1): qHTS in cells in presence of CPT. AID 686979, 2013. hit rate 12% among 420,000. Potency, µM (titrated, usually from 46.2 µM), inactives show at the highest dose activity change, negative = growth inhibition, most hits filed as inhibitors. chicken DT40 Tdp1-/-;hTDP1 cells + 20 nM CPT, ATP luminescence, 48 h; also: nearly all actives have a fitted effect of over 55% in size
#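 Chicken DT40 Tdp1-/- cells stably complemented with human TDP1 were seeded at 400 cells/well in medium containing 20 nM camptothecin, exposed to pin-transferred compounds, and grown at 37 °C for at least 48 hr. Viability was read as ATP luminescence.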
# FEN1 inh: qHTS Assay for the Inhibitors of Human Flap endonuclease 1 (FEN1). Recombinant FEN1 flap cleavage, fluorescence, 15 min. P39748. AID 588795, 2011. hit rate 0.35% among 390,000. Potency, µM (series often up to 114 µM), without a hit: top-dose activity change, negative = inhibition, hits mostly inhibitors; also: nearly all actives have a fitted effect of over 65% in size
# Target sequence (P39748 whole entry, looked up): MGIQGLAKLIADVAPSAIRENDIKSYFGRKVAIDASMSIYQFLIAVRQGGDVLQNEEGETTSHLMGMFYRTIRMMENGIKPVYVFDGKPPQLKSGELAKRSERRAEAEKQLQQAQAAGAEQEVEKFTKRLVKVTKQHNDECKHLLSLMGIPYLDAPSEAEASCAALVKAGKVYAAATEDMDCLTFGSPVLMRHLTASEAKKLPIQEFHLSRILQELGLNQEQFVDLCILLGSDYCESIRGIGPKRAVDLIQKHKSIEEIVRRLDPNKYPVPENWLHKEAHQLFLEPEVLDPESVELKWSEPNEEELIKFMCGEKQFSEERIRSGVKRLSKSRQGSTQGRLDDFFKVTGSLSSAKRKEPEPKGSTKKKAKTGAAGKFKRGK
#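 Nuclease activity of 10 nM FEN1 was measured after 15 min of room-temperature exposure to titrated compounds, by adding 50 nM flap substrate and reading plates at 0 and 15 min.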
# N370S GC: qHTS Assay for Inhibitors and Activators of N370S glucocerebrosidase as a Potential Chaperone Treatment of Gaucher Disease | N370S GC spleen homogenate, 4MU-glucoside fluorescence | Potency, µM (titrated, usually from 59.4 µM), for the others: at the top dose activity change, negative = inhibition, actives largely listed as inhibitors | hit rate 0.092% among 330,000 | AID 2101, 2009;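 also: 0% = full enzyme activity and -100% = no enzyme basal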
# An asterisk follows results filed as active; ? = inconclusive; / = not tested or not shown; & = joins results of further samples; [ ] = another dose, or the depositor's remark. Calls follow the shape of the dose curve; as a rule, active = well fitted curve in the direction sought with a large enough effect; inconclusive = small, poorly fitted or top-dose-only effect, or another doubt; inactive = no such curve, though single readings can be large; an effect the other way counts as inactive or inconclusive. Unless noted, % is scaled to controls: 0 for no effect and ±100 for the full control effect; potency is read from the fitted curve at half-maximal effect. Some of the compounds tested; count on the stated rates, not on these rows.
SMILES,TDP1 cell CPT,FEN1 inh,N370S GC
COc1ccc(C(=O)Nc2cc(Cl)ccc2OC(=O)c2ccc(OC)cc2)cc1,?,-5%,3%
COc1ccccc1Oc1ccccc1[N+](=O)[O-],5%,9%,15%
Cc1ccc(CNCc2c(C(=O)O)c(C)n(Cc3ccc(C)cc3)c2C)cc1,?,10%,/
O=C(CNC(=O)c1ccccc1Cl)NCC(c1cccs1)N1CCOCC1 (configuration not stated),-6%,7%,2%
COc1ccc(S(=O)(=O)N2CCC3CC2c2cc(N4CCOCC4)ccc23)cc1 (configuration not stated),?,-9%,/
COc1ccc(Cc2nnc(SCc3nc4ccccc4c(=O)[nH]3)o2)cc1,-6%,-15%,2%
Nn1c(SCC(=O)NCCC2=CCCCC2)nnc1-c1cccnc1,-4%,-9%,3%
Clc1ccc2c(N/N=C/c3ccccc3Br)ccnc2c1,7.3µM*,-35%,-18%
CCOC(=O)c1c2c3c(cccc3[nH]c1=O)C(=O)c1ccccc1-2,-9%,-15%,-8%
COc1ccc(C(=O)Cn2cc([N+](=O)[O-])nc2C)cc1,-15%,4%,14%
Cc1ccc(S(=O)(=O)C2(S(=O)(=O)c3ccc(C)cc3)CC2)cc1,-9%,-4%,-12%
CCn1nc(C(=O)OCC(=O)c2ccc(F)cc2)c2ccccc2c1=O,3%,10%,-4%
Cc1ccc(S(=O)(=O)NNC(=O)c2ccc(O)cc2)cc1,-3%,6%,2%
FC(F)(F)c1cccc(Cc2noc(CN3CCC(N4CCCCC4)CC3)n2)c1,-19%,-2%,-7%
Cc1ccc(NC(=O)CSc2nnnn2C2CC2)cc1S(=O)(=O)N1CCOCC1,-23%,-1%,0%
COc1cccc(C(=O)Nc2cc(-c3ccccc3)no2)c1,?,-9%,/
COc1ccc(NC(=O)NNC(=O)COc2ccc3ccccc3c2)cc1,5%,-5%,-13%
Cc1ccc(Sc2ccc(/C=N/O)cc2[N+](=O)[O-])cc1,?,-21%,26%
Cc1ccc2cc3c(NC(=O)c4ccco4)nn(C)c3nc2c1,-31%,-16%,-9%
COCCNC(=O)c1cccc(OC2CCN(C(C)COc3ccccc3)CC2)c1 (configuration not stated),?,6%,-7%
Cc1cccc(C(=O)N(Cc2ccco2)c2c(N)n(Cc3ccccc3)c(=O)[nH]c2=O)c1,-7%,2%,/
CCCN(C(=O)C(NC(=O)c1ccccc1)C(C)C)c1c(N)n(Cc2ccccc2)c(=O)[nH]c1=O (configuration not stated),2%,0%,/
Cc1cccc(NC(=S)NC2CC3CCCC(C2)N3CC(C)C)c1 (configuration not stated),?,4%,3%
NS(=O)(=O)c1ccc(CCNS(=O)(=O)c2cccc(C(=O)O)c2)cc1,1%,-1%,3%
COc1ccc(OC)c(S(=O)(=O)n2ccc(C)n2)c1,-30%,-2%,-21%
COc1ccccc1CNS(=O)(=O)c1ccc(F)c(C(=O)Nc2cc(Cl)ccc2OC)c1,?,11%,/
CC(C)c1cc(CNC(=O)CCc2nnc(CCCc3ccccc3)o2)on1,-12%,0%,-12%
O=c1[nH]cc(NCCNc2ncc(C(F)(F)F)cc2Cl)c(=O)[nH]1,-2%,-2%,-7%
Cc1cccc(C(=O)N[C@H](C(=O)Nc2ccc(S(=O)(=O)NC3=NCCCCC3)cc2)C(C)C)c1,3%,-5%,-7%
CCN(CC(=O)Nc1c(F)cccc1F)C(=O)c1cccc(S(=O)(=O)N2CCN(c3ccccc3)CC2)c1,?,-7%,1%
CC1(C)C(O)CC[C@]2(C)C1CC[C@@]1(C)C2C(=O)C=C2[C@@H]3C[C@@](C)(C(=O)O)CC[C@@]3(C)CCC21C (some centres not stated),14%,/,0%
Cc1cccnc1NC(=O)Nc1cccc2ccccc12,6%,-12%,26%
Cc1ccc2c(c1)cc(C(=O)Nc1ccc(F)cc1F)n2C,?,10%,/
CCCOc1ccc(C2c3c(-c4ccccc4O)n[nH]c3C(=O)N2CCCOCC)cc1OCC (configuration not stated),23µM*,?,/
CCOc1ccc(CCNC(=O)c2cn(C)c3ccc(S(=O)(=O)N4CCOCC4)cc3c2=O)cc1OCC,?,-10%&-29%,0%
CCOC(=O)N1CCN(C(=O)c2cc(COc3c(F)cccc3F)on2)CC1,?,17%,-3%
CCc1ccc(-n2c(=O)c3c4c(sc3n(CC(=O)c3ccc(Br)cc3)c2=O)CCC4)cc1,5.8µM*,10%,/
CCCOC(=O)CN1C(=O)c2ccc(C(=O)OCCC)cc2C1=O,1%,11%,-12%
CCN1CCN(C(=O)c2ccc(CS(=O)(=O)Cc3ccccc3F)o2)CC1,-20%,-1%,0%
Cn1c(N)c(C(=O)COC(=O)[C@@H]2CCCN2S(=O)(=O)c2ccc(Cl)cc2)c(=O)n(C)c1=O,14%,4%,-5%
C=CCOC(=O)C(C#N)c1nc2ccccc2nc1N1CCN(Cc2ccc3c(c2)OCO3)CC1 (configuration not stated),?,-14%,-19%
O=C(COC(=O)c1ccccc1Br)NC1CCCC1,-4%,13%,1%
O=C(COC(=O)Cn1nc(-c2ccccc2)oc1=O)Nc1ccc(F)cc1,6%,-1%,/
Cc1nc(Cl)nc(N(C)c2ccccc2)c1[N+](=O)[O-],?,3%,-11%
CCOc1ccc(N(CC)S(=O)(=O)c2c(C)[nH]c(=O)[nH]c2=O)cc1,26%,-2%,-6%
O=C(NN1C(=O)C2C3C=CC(C3)C2C1=O)c1ccco1 (configuration not stated),12%,2%,-20%
COc1ccc(N(CC(=O)N2c3ccccc3CC2C)S(=O)(=O)c2c(C)noc2C)cc1 (configuration not stated),?,-24%,0%
Cc1cccc(NC(=O)COC(=O)c2ccc(S(=O)(=O)N3CCCC3)cc2)c1,1%,-4%,-3%
COc1ccc(NC(=O)c2cc(S(=O)(=O)NCCC3=CCCCC3)ccc2F)cc1,26µM*,7%,/
Cc1cc2c(ncn2C)c(NS(=O)(=O)c2ccc(F)cc2)c1C,-7%,4%,-9%

# A stretch from further up, as a working copy:
SMILES,TDP1 cell CPT,FEN1 inh,N370S GC
CCN1CCN(C(=O)c2ccc(CS(=O)(=O)Cc3ccccc3F)o2)CC1,-20%,-1%,0%
Cn1c(N)c(C(=O)COC(=O)[C@@H]2CCCN2S(=O)(=O)c2ccc(Cl)cc2)c(=O)n(C)c1=O,14%,4%,-5%
C=CCOC(=O)C(C#N)c1nc2ccccc2nc1N1CCN(Cc2ccc3c(c2)OCO3)CC1 (configuration not stated),?,-14%,-19%
O=C(COC(=O)c1ccccc1Br)NC1CCCC1,-4%,13%,1%
O=C(COC(=O)Cn1nc(-c2ccccc2)oc1=O)Nc1ccc(F)cc1,6%,-1%,/
Cc1nc(Cl)nc(N(C)c2ccccc2)c1[N+](=O)[O-],?,3%,-11%
CCOc1ccc(N(CC)S(=O)(=O)c2c(C)[nH]c(=O)[nH]c2=O)cc1,26%,-2%,-6%
O=C(NN1C(=O)C2C3C=CC(C3)C2C1=O)c1ccco1 (configuration not stated),12%,2%,-20%
COc1ccc(N(CC(=O)N2c3ccccc3CC2C)S(=O)(=O)c2c(C)noc2C)cc1 (configuration not stated),?,-24%,0%
Cc1cccc(NC(=O)COC(=O)c2ccc(S(=O)(=O)N3CCCC3)cc2)c1,1%,-4%,-3%
COc1ccc(NC(=O)c2cc(S(=O)(=O)NCCC3=CCCCC3)ccc2F)cc1,26µM*,7%,/
Cc1cc2c(ncn2C)c(NS(=O)(=O)c2ccc(F)cc2)c1C,-7%,4%,-9%

# The results go on:
SMILES,TDP1 cell CPT,FEN1 inh,N370S GC
COc1ccc(NC(=O)/C(Cl)=C(/Cl)S(=O)(=O)Cc2ccc(C)cc2)cn1,0.52µM*,-20%,0%
Cc1noc(C)c1S(=O)(=O)N(C)C[C@H]1Oc2c(NC(=O)NC3CCCCC3)cccc2C(=O)N([C@H](C)CO)C[C@@H]1C,?,-2%,/
C=CCNC(=S)Nc1sc2c(c1C(N)=O)CCCC2,?,1%,10%
O=C(Nc1ccccc1)N1CCN2C(=O)c3ccccc3C12c1ccccc1 (configuration not stated),-22%,1%,?
CCC(C)C(NC(=O)OC(C)(C)C)C(=O)NC(CC(C)C)C(N)=O (configuration not stated),-7%,3%,11%
CCOC(=O)N1CCC(NC(=O)CN(C)S(=O)(=O)c2cc3c(cc2Cl)NC(=O)CO3)CC1,-23%,-4%,10%
Cc1cccc([C@H]2[C@@H]3C=CC[C@@H](C)[C@@H]3C(=O)N2Cc2ccccc2)c1,?,0%,26%[89.1 µM]
CCOc1cc(NC(=O)c2ccccc2C)c(OCC)cc1NC(=O)C1=Cc2ccccc2OC1,7.3µM*,-6%,-10%
COc1ccc(-c2cn3nc(N4CCCC(C(=O)Nc5cccc(Cl)c5C)C4)sc3n2)cc1 (configuration not stated),?,11%,/
COC(=O)C1C2C=CC3(CN(c4cccc(Cl)c4)C(=O)C13)O2 (configuration not stated),27%,-5%,-2%
Oc1ccc(/C=N/Nc2ccc(Cl)nn2)cc1O,?,-23%,-7%
Cc1ccc(C(CC(=O)Nc2ccc(C)cc2C)N2Cc3ccccc3C2=O)cc1 (configuration not stated),16µM*,-2%,/
O=C(CC(C(=O)O)c1ccc(Cl)cc1)c1ccc(Cl)c(Cl)c1 (configuration not stated),-20%,-2%,1%
Fc1ccccc1/C=N/Nc1nc2ccccc2o1,?,3%,-11%
Cc1cccc(N(CC(=O)NC2CCCCC2)C(=O)c2c(C)noc2C)c1,2%,-2%,/
O=C(c1ccccc1OCc1ccccc1Br)N1CCN(c2ncccn2)CC1,?,-14%,10%
Cc1cccc(-c2noc(CCCC(=O)NC3CCCC3)n2)c1,?,33%[activator],1%
COc1ccc(OC(=O)c2nc(SCc3ccc(F)cc3)ncc2Cl)cc1,-14%,-13%,/
COc1cc2c(O)cc(C(=O)O)c(-c3cc(OC)c(OC)c(OC)c3)c2cc1OC,-14%,-4%,/
CC(C)(C)c1nnc2sc(SCC(=O)N3CCc4ccccc43)nn2c1=O,?,-3%,?
CC1CCCCN1C(=O)c1cc(S(=O)(=O)N2CCOCC2)ccc1Cl (configuration not stated),-3%,17%,/
CCOC(=O)c1c(-c2ccc(F)cc2)csc1NC(=O)c1c(-c2ccccc2)noc1C,?,-6%,6%
O=C(COC(=O)c1cncc(Br)c1)NCc1ccco1,0%,-17%,-15%
CC1CCC(NC(=O)Cn2cc3c(n2)CCCC3)CC1 (configuration not stated),3%,16%,-10%
CN(C)S(=O)(=O)c1cccc(NC(=O)c2ccc(N3CCOCC3)c([N+](=O)[O-])c2)c1,16µM*,-3%,19%
COCCN(Cc1cc2cc3c(cc2nc1Cl)OCO3)C(=O)Nc1ccc(OC)cc1,?,-16%,2%
O=C(Cn1c(=O)c2cccn2c2ccccc21)NCCc1ccc(Cl)cc1,-3%,7%,3%
COC(=O)/C=C/C1=CN(Cc2ccccc2)CCC1=O,-1%,-1%,/
Nc1cc(=O)nc(SCC(=O)NC2CCCCC2)n1-c1ccccc1,-5%,9%,4%
O=C1C=C(c2ccc(F)cc2OCc2ccccc2)C[C@@H](c2ccc(F)cc2)C1,-9%,-3%,/
CN1CCN(C(=O)C2=C[C@@H](c3csc4ccccc34)C[C@@H](OCc3ccc(CO)cc3)O2)CC1,21µM*,18%,?
O=C(NC1CCCCC1)c1ccc2c(c1)N(Cc1ccccc1Cl)C(=O)c1ccccc1S2,-20%,1%,/
Cc1cccc(N2CCN(c3nc4ccc(Cl)cc4n4cnnc34)CC2)c1C,21µM*,16%,26%
COc1ccc(/C=N/n2cnnc2)cc1Oc1nc(Cl)ncc1F,6%,-6%,0%
Cc1cc(OCC(=O)NCC(C)C)cc(C)c1Br,?,-14%,8%
O=C1CC(=O)N(c2cccc(F)c2)N1,-12%,11%,-3%
COc1ccc2cc(-c3cc(C(=O)O)c4ccccc4n3)ccc2c1,?,-1%,-21%
COc1ccc(NS(=O)(=O)c2ccc(Br)s2)cc1OC,?,-7%,6%
O=[N+]([O-])c1ccc(N2CCN(Cc3cccc([N+](=O)[O-])c3)CC2)cc1,?,-22%,-13%
C/C(=N\N1CCCCC1)c1ccccc1O,-12%,2%,-9%
COc1ccc(C2CC(C(F)(F)F)n3nc(C(=O)NCCCn4ccnc4)cc3N2)cc1OC (configuration not stated),-16%,-5%,-3%
COc1cccc(CNC(=O)Cn2ccc3cc(S(=O)(=O)N4CCCC4)ccc32)c1OC,?,14%&4%,1%
Cc1ccc(S(=O)(=O)N2CCC(C(=O)N[C@@H](C)C(=O)NCc3ccco3)CC2)cc1,2%,-19%,-4%
C/C(=N/Nc1ccc(C)cc1)C1(C)N(O)C(C)(C)C(c2ccco2)=[N+]1[O-] (configuration not stated),-13%,-1%,?
